Shiga toxin inh = Shiga toxin inhibition | Vero cells, Shiga toxin protein synthesis inhibition reporter | inhibition, % at 38.7 µM | 290,000 compounds, 9.2% hits; in the data active = inhibition mostly above about 28%, no sharp cut-off; inactive = mostly below about 43%; note: 0% is about no effect
TbPYK inhibitor = blocks Trypanosoma brucei pyruvate kinase | TbPYK enzyme, Kinase-Glo Plus ATP luminescence, 45 min | Potency, µM (series often up to 76.8 µM), without a hit: top-dose activity, negative = inhibition, hits mostly inhibitors | 410,000 compounds, 0.12% hits | AID 624173; note: potency is the fitted concentration of half-maximal effect; % is set by controls: 0 for no effect and ±100 for the full control effect; nearly all actives have a fitted effect of over 50% in size
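Screened from lowest to highest concentration, compounds were pinned into TbPYK/substrate mixtures, and ADP (130 uM final) was added. Plates sat at room temperature for 45 min prior to Kinase-Glo Plus detection by luminescence.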
AMA1 RON2 block = AMA1-RON2 (P. falciparum) interaction inhibition; AlphaScreen AMA1-biotinylated RON2 peptide binding; Potency, µM (doses to about 58.2 µM), without a hit: at the highest dose activity change, negative = inhibition, most hits filed as inhibitors; 360,000 compounds, 0.2% hits;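 note: potency is the fitted concentration of half-maximal effect; 0% = vehicle wells and -100% = peptide control; nearly all actives have a fitted effect of over 45% in size; some results filed as inactive show a strong effect at the top dose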
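AMA1 (3D7) with his tag at 25 nM final met compounds first, then biotinylated RON2 peptide at 25 nM; detection used donor plus acceptor beads, 10 µg/mL apiece, read by AlphaScreen after 30 min at room temperature.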
Pf growth 48h = P. falciparum growth inhibition at 48 hours (one generation) | P. falciparum luciferase growth in erythrocytes, 48 h | Potency, µM (highest dose often 28.7 µM), without a hit: at the highest dose activity change, negative = inhibition, actives largely listed as inhibitors | 310,000 compounds, 5.9% hits; note: potency is the fitted concentration of half-maximal effect; % is set by controls: 0 for no effect and ±100 for the full control effect
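Firefly luciferase activity from engineered P. falciparum reports growth; inhibitors lower the luminescent signal. Cultures contained 2% hematocrit erythrocytes at 0.1% final parasitemia.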
Pf growth 96h = P. falciparum growth inhibition at 96 hours. P. falciparum luciferase reporter growth, 96 h. Potency, µM (doses to about 28.7 µM), for inactives: at the highest dose activity change, negative = inhibition, usual class: inhibitors. 320,000 compounds, 6.9% hits. AID 504834; note: potency is the fitted concentration of half-maximal effect; % is set by controls: 0 for no effect and ±100 for the full control effect
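Parasite growth measured via integrated firefly luciferase reporter in P. falciparum. Infected erythrocytes at 2% hematocrit, 0.05% parasitemia final were treated 96 hours at 37 C under 5% CO2, and luminescence was read.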
Cycloheximide cs = counter-screen hit for Shiga toxin inhibitors, cycloheximide | cell reporter, cycloheximide protein synthesis inhibition counterscreen | max response, % | 300,000 compounds, 12% hits; in the data active = max response mostly above about 13%, no sharp cut-off; inactive = mostly below about 14%; note: read at 38.3 µM for the half of the compounds with a filed dose; 0% is about no effect
LmPK inh = inhibitors of Leishmania mexicana pyruvate kinase | Q27686 | purified LmPK, Kinase-Glo ATP luminescence, 1 h | Potency, µM (series often up to 57.5 µM), inactives show at the top dose activity change, negative = inhibition, usual class: inhibitors | 290,000 compounds, 0.37% hits | AID 1721; note: potency is the fitted concentration of half-maximal effect; % is set by controls: 0 for no effect and ±100 for the full control effect
Target sequence (Q27686 whole entry, looked up): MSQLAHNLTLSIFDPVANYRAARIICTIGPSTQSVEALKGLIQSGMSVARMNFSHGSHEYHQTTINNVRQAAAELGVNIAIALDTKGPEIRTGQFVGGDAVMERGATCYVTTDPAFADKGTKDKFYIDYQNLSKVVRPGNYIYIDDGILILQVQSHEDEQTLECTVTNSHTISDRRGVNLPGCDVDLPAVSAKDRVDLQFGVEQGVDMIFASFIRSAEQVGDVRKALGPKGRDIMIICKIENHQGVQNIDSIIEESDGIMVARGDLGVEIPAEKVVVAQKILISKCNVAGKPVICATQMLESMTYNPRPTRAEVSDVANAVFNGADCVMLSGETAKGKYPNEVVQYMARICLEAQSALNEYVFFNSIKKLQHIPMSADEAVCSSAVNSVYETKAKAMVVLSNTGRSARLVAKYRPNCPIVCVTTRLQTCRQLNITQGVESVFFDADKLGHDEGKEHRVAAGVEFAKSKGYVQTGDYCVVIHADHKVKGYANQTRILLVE
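In 50 mM imidazole pH 7.2 with 7 mM MgCl2, LmPK (0.1 nM) turned over PEP (0.5 mM) and ADP (0.1 mM) for 1 h at room temperature. Luciferase read-out of ATP.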
* = called active by the depositor; i = inactive; ? = inconclusive; · = not tested or not shown; & = joins results of further samples; [ ] = dose if it differs, or a comment. Unless noted, calls come from the whole dose curve; as a rule, active = well fitted curve in the direction sought with a large enough effect; inconclusive = small, poorly fitted or top-dose-only effect, or another doubt; inactive = no such curve, though single readings can be large; an effect the other way counts as inactive or inconclusive.

SMILES | Shiga toxin inh | TbPYK inhibitor | AMA1 RON2 block | Pf growth 48h | Pf growth 96h | Cycloheximide cs | LmPK inh
S=C1NNC2(CC3CC2C2CCCC32)NN1 (configuration not stated) | 22 | -19% | 101%[activator] | 5% | 1% | 16* | 2%
C#C[C@]1(O)CC[C@H]2[C@@H]3CCC4=CC(=O)CCC4(C)[C@H]3CCC21C (some centres not stated) | -8 | -3% | · | -10% | ? | -3 | ·
C(=N\Nc1nc2ccccc2[nH]1)/c1cccs1 | 124* | -5% | 49%[activator] | 2.9µM* | 2.6µM* | 69* | 14µM*
O=C(OCc1nc2ccsc2c(=O)[nH]1)c1ccccc1 | · | -5% | 1% | 37%[activator] | 21% | · | ·
O=C(O)c1ccc(NC(=S)N2CCCCC2)cc1 | 37 | 4% | -17% | 36%[activator] | 2% | 9 | -5%
CCOC(=O)C1CCCN(C/C=C/c2ccccc2[N+](=O)[O-])C1 (configuration not stated) | -6 | 25% | -22% | -10% | -2% | -2 | -6%
Cc1cccc(C)c1OCC(O)CN (configuration not stated) | -19 | 27% | 0% | 4% | · | -3 | 1%
Cc1cccc(Nc2cc(C)nc3ccccc23)c1 | -7 | -4% | -3% | -28% | ? | -2 | 6%
Cc1c(NC(=O)CSc2nnnn2Cc2ccccc2)c(=O)n(-c2ccccc2)n1C | -11 | -12% | -11% | 14% | -24% | -4 | -1%
Cc1nnc(-c2ccccc2)o1 | -1 | 0% | -11% | 4% | -17% | 3 | 1%
COc1ccc(Nc2cc(C)c3cc([N+](=O)[O-])ccc3n2)cc1 | 21 | 2% | -11% | -8%[0.00184 µM] | 50%[activator] | 11* | 3%
O=C(CN1C(=O)COc2ccccc21)N1CCC2(CC1)OCCO2 | -2 | -4% | 6% | 40%[activator] | 21% | 1 | 5%
COc1ccc(S(N)(=O)=O)cc1C(N)=O | -14 | 1% | 3% | 18% | 6% | -9 | 11%
CCN(c1ccccc1)S(=O)(=O)c1ccc(OC)c(NC(=O)CNC)c1 | -8 | -4% | 11% | -16% | -9% | -2 | -3%
COc1ccc(NC(=O)CCSc2ccc(F)cc2)cc1 | 57* | 3% | -9% | 202%[activator] | 75%[activator] | 34* | 2%
Cc1ccccc1Nc1cc(C)c2c(O)cccc2n1 | 13 | -4% | -5% | ? | 14% | 23* | -2%
CCOc1ccc(-n2nc3ccc(N)cc3n2)cc1 | 31* | 3% | 2% | -8% | 43%[activator] | 36* | -4%
CCOC(=O)c1c(C)n(CC(O)CN(CC)CC)c2cc(Br)c(OC)cc12 (configuration not stated) | -16 | 3% | -3% | ? | 15µM* | 1 | -4%
CC(=O)c1cc(-c2ccccc2)n(CCC(=O)NC2CCCCC2)c1C | 7 | 4%[15.4 µM] | 2% | 3% | 10µM* | -3 | 5%
CCOC(=O)c1ccccc1NC(=O)COc1cc(=O)n(CC)c2ccccc12 | -2 | -2%&6% | 7% | · | -4% | 0 | 0%
N/C(CSc1ccccn1)=N\OCc1c(Cl)cccc1Cl | 45* | -1% | -2% | 56%[activator] | 14% | 18 | 4%
CC(C)(C)c1ccc(C(=O)Nc2nnc(Cc3c[nH]c4ccccc34)s2)cc1 | 13 | 5% | 25% | 8% | ? | 12 | -2%
CC(C)(C)C(=O)Nc1cc2c3c(c1)CC(=O)N3CCC2 | 1 | -12% | -1% | ? | 65%[activator] | -2 | -3%
COc1ccc(C(=O)Nn2c(SCC(=O)NC3CCCC3)nc3ccccc3c2=O)cc1 | 46 | -8% | -12% | 306%[activator] | i | 69* | -3%
COC(=O)c1c(NC(=O)CN2C(=O)NC(CCc3ccccc3)C2=O)sc2c1CCCCC2 (configuration not stated) | -11 | -3% | -2% | 6% | ? | -3 | 3%
COc1ccc(OC)c(NC(=O)C(=O)c2cn(CC(=O)N3CCCC3)c3ccccc23)c1 | -2 | -1% | -29% | 9.3µM* | 4.7µM* | -1 | -4%
CCOc1ccc(S(=O)(=O)NCCC(=O)NCC(c2ccc(F)cc2)N2CCOCC2)cc1 (configuration not stated) | · | 0% | 41%[activator] | ? | 24% | · | ·
Cc1cccc(NC(=O)Nc2cc(C)cc(C)n2)c1 | 148* | 11% | -3% | 159%[activator] | -5%[5.75 µM] | 65* | 2%
Cc1cc2cc(CNC(=O)CCC(=O)O)ccc2n1C | 2 | 3% | -7% | 22% | -17% | -3 | 1%
COc1ccc(-c2cc(C(=O)NCCCN3CCOCC3)c3ccccc3n2)cc1OC | · | -3% | 30% | ? | ? | · | ·

Arranged by molar mass (rising): part of the list above
SMILES | Shiga toxin inh | TbPYK inhibitor | AMA1 RON2 block | Pf growth 48h | Pf growth 96h | Cycloheximide cs | LmPK inh
COc1ccc(OC)c(NC(=O)C(=O)c2cn(CC(=O)N3CCCC3)c3ccccc23)c1 | -2 | -1% | -29% | 9.3µM* | 4.7µM* | -1 | -4%
COc1ccc(-c2cc(C(=O)NCCCN3CCOCC3)c3ccccc3n2)cc1OC | · | -3% | 30% | ? | ? | · | ·
COC(=O)c1c(NC(=O)CN2C(=O)NC(CCc3ccccc3)C2=O)sc2c1CCCCC2 (configuration not stated) | -11 | -3% | -2% | 6% | ? | -3 | 3%

Other compounds follow:
SMILES | Shiga toxin inh | TbPYK inhibitor | AMA1 RON2 block | Pf growth 48h | Pf growth 96h | Cycloheximide cs | LmPK inh
COC(=O)Cc1c(C)c2ccc(OC(=O)c3ccccc3)cc2oc1=O | 16 | 0% | -4% | ? | · | 16 | -2%
Cc1cc(C)c2cc(C(=O)Nc3ccc(C)c(F)c3)[nH]c2c1 | -10 | ? | 4% | 12µM* | ? | -3 | 4%
CCOC(=O)C1CCCN(C(=O)c2ccc(CS(=O)(=O)c3ccc(C)cc3)o2)C1 (configuration not stated) | -15 | -5% | 0% | · | ? | -6 | 9%
CCOc1ccc(/C(O)=C2/C(=O)C(=O)N(c3ncccn3)C2c2ccc(C)cc2)cc1 (configuration not stated) | -1 | 3% | 10% | 2% | 36%[activator] | -1 | 0%
O=C(CN1CCN(c2ccc(F)cc2)CC1)c1ccc2c(c1)OCO2 | -6 | -16% | 0% | 6% | -9% | 1 | 1%
CC(C)OC(=O)CSc1nnc(-c2ccccn2)n1-c1ccccc1 | -2 | 4% | -3% | 1% | ? | 1 | -5%
O=C(CN1CCN(c2ccccn2)CC1)Nc1cccc(C(F)(F)F)c1 | -3 | -2% | -2% | 14% | -14% | -2 | 0%
Cc1[nH]c(C(=O)O)c(C#N)c1C(=O)c1ccccc1 | -6 | 0% | 52%[activator] | -5% | 52%[activator] | -6 | -2%
O=C(c1cccs1)N1CCN=C1SCc1ccccc1 | -5 | 2% | -1% | ? | 107%[activator] | -1 | 2%
CC(=O)Nc1ccc(S(=O)(=O)N(C)CC(=O)N/N=C/c2cccs2)cc1 | -8 | 1% | -11% | -6% | 18% | -3 | -4%
OCCC1CN(Cc2cccc3nccnc23)CCN1C1CCCC1 (configuration not stated) | -2 | -2% | -2% | 15% | 13µM* | 3 | 7%
CN(C)S(=O)(=O)c1cccc(NC(=O)CNC2CCCCC2)c1 | -7 | 13% | -21% | 28% | -2% | -2 | 0%
O=C(COc1ccc(F)cc1)N(CC1=CCS(=O)(=O)C1)c1ccccc1 | -3 | -8% | 9% | -4% | 8% | -3 | 0%
Cc1cnc(NC(=O)[C@H](C)N2C(=O)C3CCCCC3C2=O)s1 (some centres not stated) | -4 | 4% | -11% | 3% | 15% | -9 | 4%
CN=C1S/C(=C\c2c(OC)cc(OC)cc2OC)C(=O)N1C | -9 | 5% | -10% | 5% | 15% | -5 | 0%
CN(C1CCCCC1)S(=O)(=O)c1ccc(SCC(=O)NC(C)(C)C)nc1 | · | -9% | 10% | ? | ? | · | ·
CC(C)(C)CC(C)(C)NCC(O)COc1c(F)cc(Br)cc1F (configuration not stated) | -10 | -2% | -5% | · | 0.59µM* | -5 | 1%
Cc1cccc(NC(=O)Cn2cnc3sc(C)c(S(=O)(=O)N4CCC(C)CC4)c3c2=O)n1 | -12 | -2% | 3% | -3% | 14% | -4 | 0%
CCOC(=O)Nc1ccc2c(c1)nc(CN1CCCCC1)n2C | 31 | · | · | 1% | 5% | 23* | 0%
Cc1ccc(/C=N/NC(=O)c2nnn(-c3nonc3N)c2C(C)C)s1 | 9 | -3% | 4% | -16% | ? | 8 | -3%
O=C(N/C(=C\c1ccccc1)C(=O)N1CCOCC1)c1ccccc1Br | -2 | 1% | -10% | 13% | 2% | 1 | 3%
CN1CCc2c([nH]c3ccccc23)C1 | -11 | 2% | 5% | ? | ? | 1 | -1%
CC(C)CCn1nnnc1CN1CCN(C(c2ccccc2)c2ccccc2)CC1 | -8 | 6% | 0% | 6.6µM* | -44% | 2 | 7%
Cc1ccc(C(=O)OCC(=O)NC(=O)c2ccc(C(C)(C)C)cc2)c(O)c1 | · | -2% | -1% | 5% | 1% | · | ·
CCOc1ccccc1NC(=O)Nc1ccc(OC)nc1 | -4 | -2% | 0% | ? | ? | -3 | 1%
CC(=O)c1ccccc1Oc1ncnc(N)c1[N+](=O)[O-] | 29* | 4% | 3% | -1% | -21% | 2 | 3%
CC1CCc2c(nc3ncnn3c2NCCN(C)C)C1 (configuration not stated) | 33 | -12% | 40%[activator] | 28% | ? | -3 | 1%
O=C(Nc1c(-c2ccccc2)nc2c(Br)cc(Br)cn12)c1ccco1 | 44 | 1% | -11% | 42%[activator] | 101%[activator] | 15 | 7%
CCOC(=O)/C=C1\SCC(=O)N1CC(O)CN1C(=O)CS/C1=C\C(=O)OCC | -18 | -2% | 13% | 37%[activator] | 81%[activator] | -3 | -1%
O=C1C2C(C(=O)N1Cc1cccnc1)C1C=CC2C12CC2 (configuration not stated) | -9 | 6% | ? | 3% | -6% | -1 | -3%
CC(C)CCNC(=O)CN(C(=O)CCC(=O)Nc1nccs1)c1ccc2c(c1)OCCO2 | 68* | 0% | -7% | 64%[activator] | 3% | 35* | -1%
CCCCn1c(N)c(N(CC(C)C)C(=O)c2ccc(C)c(S(=O)(=O)N3CCCCC3)c2)c(=O)[nH]c1=O | · | 3% | 4% | ? | -21% | · | ·
COc1ccc(NC(=O)CN(C)C(=O)CCCc2nc3ccccc3c(=O)[nH]2)cc1 | · | -2% | -8% | -8% | ? | · | ·
COc1ccc(Br)cc1CN1CCN(C(=O)Cc2ccccc2)CC1 | -19 | 5% | -2% | -1% | · | 7 | 4%
Cc1oc(-c2ccc(Cl)cc2)nc1CS(=O)CC(=O)NC1CCCC1 (configuration not stated) | 8 | 2% | 5% | 24% | ? | -1 | -1%
OC1(c2ccccc2)c2ccccc2-c2ncccc21 (configuration not stated) | -4 | 4% | 24% | -10% | ? | 0 | 2%
O=C(NCc1ccc(Cl)cc1)C1CCN(S(=O)(=O)c2cc([N+](=O)[O-])ccc2Cl)CC1 | -2 | -3% | -6% | ? | ? | -1 | 0%
Cc1cccc(NC(=O)CN2C(=O)NC(Cc3ccccc3)C2=O)c1 (configuration not stated) | -2 | -1% | 12% | · | 9% | -1 | 3%

Screening data deposited in PubChem BioAssay by National Center for Advancing Translational Sciences (NCATS).
